# C diff HTS = C. difficile growth inhibitors, primary screen, HTS; Clostridium difficile clinical isolate growth, OD600, 24 h; stronger effect = lower value; growth activity, negative = inhibition, % at 16 µg/mL (by protocol); actives 0.25% (n = 86,000);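 active = mean growth activity at or below -80% and every replicate also at or below -80%; inconclusive = mean at or below -80% but some replicate above -80%; inactive = mean growth activity above -80%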;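 note: 0% = DMSO wells and -100% = levofloxacin 16 µg/mL wells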
# T cruzi growth = T. cruzi intracellular proliferation inhibitors, primary screen, cell-based, beta-gal Tulahuen parasites, NIH3T3 host, luminescence. T. cruzi beta-gal in NIH3T3, GalScreen luminescence, 90 h. inhibition, % at 8.34 µM. actives 5.9% (n = 77,000). AID 624255, 2012;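 active = mean inhibition above about 93%, with at least 55% of replicates each passing it, limit read from the data, passing the limit was not always enough; inconclusive = only one of those two conditions holds; inactive = neither condition holds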
# Pf Dd2 inh = P. falciparum Dd2 growth inhibitors, primary screen, SYBR Green fluorescence, single dose replicates | 72 h; stronger effect = lower value | actives 2.3% (n = 94,000) | activity change, % at 10 µM; in the data active = activity change below about -80%; inconclusive = no clear call, values can overlap the other calls
# GASC1 inh = inhibitors of GASC-1 (KDM4C) histone demethylase, primary screen, biochemical, single concentration HTS. Lysine-specific demethylase 4C (Homo sapiens), Q9H3R0. GST-KDM4C 2-372, H3K9me3 peptide, LANCE TR-FRET. inhibition, % at 12.5 µM. actives 0.15% (n = 96,000);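 active = mean replicate inhibition above about 25%, with at least 55% of replicates also reaching it, limit read from the data, passing the limit was not always enough; inconclusive = only one of those two conditions met; inactive = neither condition met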
# Target sequence (Q9H3R0 2-372 limits assumed): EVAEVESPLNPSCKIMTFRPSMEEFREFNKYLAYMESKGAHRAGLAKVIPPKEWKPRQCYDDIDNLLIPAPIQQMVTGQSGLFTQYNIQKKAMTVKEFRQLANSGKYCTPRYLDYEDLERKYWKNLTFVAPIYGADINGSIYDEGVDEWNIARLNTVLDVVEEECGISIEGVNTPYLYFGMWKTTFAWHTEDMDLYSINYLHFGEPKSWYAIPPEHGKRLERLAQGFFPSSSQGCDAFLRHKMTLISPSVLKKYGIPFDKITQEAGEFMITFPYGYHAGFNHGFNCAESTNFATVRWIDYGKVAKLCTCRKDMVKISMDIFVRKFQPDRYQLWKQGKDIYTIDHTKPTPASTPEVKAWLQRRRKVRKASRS
#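 material = GST-tagged GASC-1 (JMJD2C) catalytic fragment, aa 2-372 | amount = enzyme final amount 10 nM | medium = HEPES buffer, pH 7.5, plus ascorbate | also added = H3K9me3 peptide substrate, Fe(II), 2-oxoglutarate | dosing = single dose | times = 30 min demethylation and 1 h detection at room temperature | detection = LANCE TR-FRET | read-out basis = Fall in 671/618 emission ratio as inhibition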
# * marks the source's active call; other numbers are inactive results; u = inconclusive; x = no result given; & = joins results of further samples.
SMILES,C diff HTS,T cruzi growth,Pf Dd2 inh,GASC1 inh
C[C@H](CO)N1C[C@H](C)[C@@H](CN(C)Cc2ccccc2)OCCCC[C@H](C)Oc2ccc(NC(=O)Nc3ccc(F)cc3)cc2C1=O,-9,81,-54,-2.3
COc1ccccc1CNC(=O)C[C@@H]1CC[C@@H]2[C@H](COc3ccc(NS(=O)(=O)c4ccc(C)cc4)cc3C(=O)N2C)O1,0,-15,-3,-1.4
C[C@@H]1CN([C@H](C)CO)C(=O)c2cc(-c3cccc(C#N)c3)cnc2O[C@H]1CN(C)Cc1cncnc1,-1,-14,42,-0.9
COc1ccc(NC(=O)Nc2ccc3c(c2)C(=O)N([C@@H](C)CO)C[C@H](C)[C@@H](CN(C)C(=O)CCC(F)(F)F)OCCCC[C@@H](C)O3)cc1,-8,76,-13,-0.7
C[C@H](CO)N1C[C@H](C)[C@H](CN(C)C(=O)NC2CCCCC2)Oc2ccc(NC(=O)C3CC3)cc2C1=O,-3,20,6,-1.8
COCC(=O)N1CC2(C1)CN(C(=O)CN1CCOCC1)[C@@H](CO)c1c2c2ccc(OC)cc2n1C,-3,x,-80,-0.8
C[C@H]1CN([C@@H](C)CO)S(=O)(=O)c2ccc(-c3cccc(C#N)c3)cc2O[C@@H]1CN(C)C(=O)C1CC1,-3,92,-29,2.6
C[C@@H]1CN([C@@H](C)CO)C(=O)Cc2cc(NC(=O)Nc3cccc4ccccc34)ccc2O[C@H]1CN(C)C(=O)NC1CCCCC1,4,15,-32,1.0
CO[C@@H]1CN(C)C(=O)c2ccc(NC(=O)C3CCC3)cc2OC[C@H](C)N(Cc2nccs2)C[C@H]1C,x,29,x,1.8
C[C@H]1CN([C@@H](C)CO)C(=O)c2ccccc2-c2ccccc2CO[C@@H]1CN(C)Cc1ccc(C(=O)O)cc1,x,44,-1,-1.2
C[C@H](CO)N1C[C@H](C)[C@@H](CN(C)S(=O)(=O)c2ccc(Cl)cc2)OCCCC[C@H](C)Oc2ccc(NC(=O)c3ccccc3)cc2C1=O,7,102,-36,-1.5
C[C@H](CO)N1C[C@H](C)[C@@H](CN(C)S(C)(=O)=O)Oc2ncc(-c3cccnc3)cc2C1=O,-2,5,16,0.4
CC(=O)Nc1ccc2c(c1)C(=O)N(C)[C@H]1CC[C@@H](CC(=O)NCc3ccc(F)cc3)O[C@@H]1CO2,2,34,-4,3.8
O=C(NC1CCCC1)N[C@@H]1CC[C@@H](CC(=O)N2CCOCC2)O[C@@H]1CO,-1,x,17,7.0
C[C@H](CO)N1C[C@H](C)[C@@H](CN(C)S(=O)(=O)c2ccc(F)cc2)Oc2ccc(NC(=O)NC3CCCCC3)cc2C1=O,-4,28,-30,-2.0
Cc1noc(C)c1NC(=O)N(C)C[C@@H]1OCCCC[C@@H](C)Oc2ccc(NC(=O)NC(C)C)cc2C(=O)N([C@H](C)CO)C[C@@H]1C,3,x,35,18
CN1C(=O)c2cc(NS(=O)(=O)c3ccc(F)cc3)ccc2OC[C@@H]2O[C@@H](CC(=O)NCC(F)(F)F)CC[C@H]21,-2,22,-3,-2.0
C[C@H](O)C#Cc1cnc2c(c1)C(=O)N([C@H](C)CO)C[C@@H](C)[C@H](CN(C)C(=O)Cc1ccccn1)O2,2,-8,47,-1.8
CN1C(=O)c2cc(NC(=O)c3ccccc3)ccc2OC[C@@H]2O[C@@H](CC(=O)O)CC[C@H]21,0,-36,11,-0.5
O=C(C[C@@H]1C[C@H]2c3cc(NC(=O)Nc4ccccc4F)ccc3O[C@H]2[C@H](CO)O1)NCc1ccc(Oc2ccccc2)cc1,-3,106*,-19,0.2
COCC(=O)N1CCC2(CC1)CN(Cc1nccs1)[C@@H](CO)c1c2c2ccc(OC)cc2n1C,39,x,-23,-0.2
CCCC(=O)N1CC2(CN(C(=O)CC3CC3)C2)c2c(n(C)c3cc(OC)ccc23)[C@H]1CO,-3,x,-47,-0.3
C[C@H]1CCCCO[C@H](CN(C)C(=O)Nc2ccc3c(c2)OCO3)[C@@H](C)CN([C@@H](C)CO)C(=O)c2cc(NS(=O)(=O)c3cn(C)cn3)ccc2O1,9,38,24,-1.1
O=C(C[C@@H]1C[C@H]2c3cc(NC(=O)Nc4ccccc4)ccc3O[C@H]2[C@H](CO)O1)NC1CCCCC1,x,13,-1,-1.8
CCCNC(=O)N[C@@H]1CC[C@H](CC(=O)NCCc2ccccc2)O[C@@H]1CO,x,-28,10,0.2
O=C(C[C@H]1CC[C@@H]2[C@H](COC[C@H](O)CN2Cc2cc(F)cc(F)c2)O1)NC1CCCC1,7&-6,-31,-21,0.1
CCS(=O)(=O)N1CCCCN2[C@@H](CO)[C@H](c3ccc(C#CC(C)(C)O)cc3)[C@@H]2C1,1,86,15,-0.2
CN(C)C(=O)C[C@@H]1CC[C@@H]2[C@H](COc3ccc(NC(=O)c4cnccn4)cc3C(=O)N2C)O1,-5,-41,13,1.2
C[C@H](CO)N1C[C@H](C)[C@H](CN(C)C(=O)Nc2ccc(F)cc2)OCCCC[C@H](C)Oc2ccc(NC(=O)Nc3ccc4c(c3)OCO4)cc2C1=O,6,94,30,-1.1
Cc1cc(C(=O)Nc2cccc3c2O[C@@H](CN(C)S(=O)(=O)c2cccs2)[C@H](C)CN([C@@H](C)CO)C3=O)n(C)n1,x,-182,8,-0.3

# Part of the list above in order of length of the SMILES, falling:
SMILES,C diff HTS,T cruzi growth,Pf Dd2 inh,GASC1 inh
C[C@H](CO)N1C[C@H](C)[C@H](CN(C)C(=O)Nc2ccc(F)cc2)OCCCC[C@H](C)Oc2ccc(NC(=O)Nc3ccc4c(c3)OCO4)cc2C1=O,6,94,30,-1.1
O=C(C[C@@H]1C[C@H]2c3cc(NC(=O)Nc4ccccc4)ccc3O[C@H]2[C@H](CO)O1)NC1CCCCC1,x,13,-1,-1.8
CN(C)C(=O)C[C@@H]1CC[C@@H]2[C@H](COc3ccc(NC(=O)c4cnccn4)cc3C(=O)N2C)O1,-5,-41,13,1.2
CCS(=O)(=O)N1CCCCN2[C@@H](CO)[C@H](c3ccc(C#CC(C)(C)O)cc3)[C@@H]2C1,1,86,15,-0.2
CCCC(=O)N1CC2(CN(C(=O)CC3CC3)C2)c2c(n(C)c3cc(OC)ccc23)[C@H]1CO,-3,x,-47,-0.3
COCC(=O)N1CCC2(CC1)CN(Cc1nccs1)[C@@H](CO)c1c2c2ccc(OC)cc2n1C,39,x,-23,-0.2
CCCNC(=O)N[C@@H]1CC[C@H](CC(=O)NCCc2ccccc2)O[C@@H]1CO,x,-28,10,0.2

# Following part
SMILES,C diff HTS,T cruzi growth,Pf Dd2 inh,GASC1 inh
C[C@@H]1CCCCO[C@@H](CN(C)Cc2ccc(C(F)(F)F)cc2)[C@H](C)CN([C@@H](C)CO)C(=O)c2cc(NC(=O)CCC(F)(F)F)ccc2O1,1,68,-56,0.5
COCC#Cc1ccc2c(c1)O[C@@H](CN(C)S(=O)(=O)c1ccc(F)cc1)[C@@H](C)CN([C@H](C)CO)S2(=O)=O,x,73,-37,-2.5
CCNC(=O)C[C@@H]1CC[C@@H]2[C@H](COc3ccc(NC(=O)c4ccc(C(F)(F)F)cc4)cc3C(=O)N2C)O1,7,0,-35,-0.7
CCC(=O)N1CC(=O)N2[C@H](CO)[C@H](c3ccc(C#Cc4cccc(OC)c4)cc3)[C@H]2C1,-5,x,-13,-0.8
COc1cccc(NC(=O)N2C[C@H](O)COC[C@H]3O[C@H](CC(=O)NC4Cc5ccccc5C4)CC[C@@H]32)c1,1&-4,-38,-54,2.2
COc1cccc(S(=O)(=O)Nc2ccc3c(c2)OC[C@H](C)NC[C@H](C)[C@H](OC)CN(C)C3=O)c1,1,-132,-5,-2.7
CC(C)NC(=O)N1CC[C@@H]2[C@H]1c1cc(-c3ccc(F)cc3)ccc1N(C)[C@H]2CO,-2,94,4,2.8
COCC(=O)N1C[C@H](C)[C@H](OC)CN(C)C(=O)c2cc(NC(=O)c3cc(C)on3)ccc2OC[C@H]1C,x,32,18,-0.3
CC(C)(C)S(=O)N1Cc2cc(C(=O)NCc3ccc4c(c3)OCO4)nc(-c3cccc(C#CCC4CCCC4)c3)c2[C@@H]1CCO (stereo partly specified),13,x,-78,x
CC(=O)N(C)C[C@@H]1Oc2ncc(C#Cc3ccc(F)cc3)cc2C(=O)N([C@@H](C)CO)C[C@H]1C,-4&1,x,-15&-2,-0.7
Cc1noc(C)c1NC(=O)Nc1ccc2c(c1)C(=O)N([C@@H](C)CO)C[C@H](C)[C@@H](CN(C)C(=O)Nc1ccc(F)cc1)OCCCC[C@@H](C)O2,5,18,-5,1.5
CNC(=O)C[C@H]1CC[C@@H]2[C@@H](COc3ccc(NC(=O)Nc4cccc(C)c4)cc3C(=O)N2C)O1,-3,61,-3,-4.6
Cc1noc(C)c1S(=O)(=O)Nc1ccc2c(c1)C(=O)N([C@H](C)CO)C[C@@H](C)[C@H](CN(C)S(=O)(=O)c1ccc(F)cc1)OCCCC[C@@H](C)O2,-13,x,-69,-1.1
CCCNC(=O)C[C@H]1C[C@@H]2c3cc(NS(=O)(=O)c4cccc(OC)c4)ccc3O[C@@H]2[C@H](CO)O1,-1,3,-8,0.8
C[C@@H]1CCCCO[C@H](CN(C)C(=O)C2CCCCC2)[C@H](C)CN([C@H](C)CO)C(=O)c2cc(NS(=O)(=O)c3ccc(Cl)cc3)ccc2O1,9,u,-62,-1.1
C[C@@H]1CN([C@H](C)CO)C(=O)c2cc(NS(C)(=O)=O)ccc2O[C@@H]1CN(C)S(=O)(=O)c1cccs1,x,69,7,-0.6
O=C(C[C@H]1C[C@@H]2c3cc(NC(=O)CC4CC4)ccc3O[C@@H]2[C@@H](CO)O1)NCc1ccccc1F,0,-38,-15,-0.3
CO[C@@H]1CN(C)C(=O)c2cc(NC(=O)C3CCCC3)ccc2OC[C@@H](C)N(C(=O)c2ccccc2)C[C@H]1C,x,-23,x,3.7
C[C@H](CO)N1C[C@H](C)[C@H](CN(C)Cc2ccc(Cl)c(Cl)c2)OCCCC[C@H](C)Oc2ccc(NS(C)(=O)=O)cc2C1=O,1,x,-25,9.0
Cc1ccc(S(=O)(=O)N[C@@H]2CC[C@H](CCNC(=O)CN3CCOCC3)O[C@H]2CO)cc1,1,-67,9,0.1
O=C(N[C@@H]1CC[C@H](CCn2cc(C3CC3)nn2)O[C@H]1CO)c1cccnc1,x,44,1,-0.4
CCNC(=O)C[C@@H]1CC[C@H]2[C@@H](COC[C@H](O)CN2Cc2ccc(Cl)c(Cl)c2)O1,x,-13,-5,-1.0
C[C@@H]1CN([C@H](C)CO)C(=O)c2cccc(NS(=O)(=O)c3cn(C)cn3)c2O[C@@H]1CN(C)S(=O)(=O)c1cccs1,-1,4,23,1.4
CO[C@@H]1CN(C)C(=O)c2ccc(NC(=O)c3ccccc3)cc2OC[C@@H](C)N(C(=O)C2CC2)C[C@H]1C,-4,x,-2,1.0
Cc1noc(C)c1S(=O)(=O)Nc1ccc2c(c1)C(=O)N([C@@H](C)CO)C[C@@H](C)[C@H](CN(C)S(=O)(=O)c1cccs1)O2,3,17,-43,-1.0
C[C@H](CO)N1C[C@H](C)[C@@H](CN(C)C(=O)C2CC2)Oc2cc(-c3ccncc3)ccc2S1(=O)=O,-1,79,-21,-0.8
O=C(C[C@@H]1CC[C@H]2NC[C@H](O)COC[C@@H]2O1)Nc1ccc(-c2ccccc2)cc1,-3&-8,52,6,-0.9
CO[C@@H]1CN(C)C(=O)c2cc(NC(=O)NC(C)C)ccc2OC[C@@H](C)N(C(=O)NC(C)C)C[C@@H]1C,1,-4,x,1.8
C[C@@H]1CN([C@@H](C)CO)C(=O)c2cc(NC(=O)NC3CCCCC3)ccc2O[C@@H](C)CCCCO[C@@H]1CN(C)S(=O)(=O)c1cccs1,-1,50,-89*,-0.7
CCCNC(=O)[C@@H]1[C@@H](CO)[C@@H]2Cn3c(ccc(C4=CCCC4)c3=O)[C@H]1N2C(=O)C1CC1,0,-20,9,2.9
Cc1noc(C)c1NC(=O)N(C)C[C@@H]1OCCCC[C@H](C)Oc2ccc(NC(=O)Nc3cccc4ccccc34)cc2C(=O)N([C@@H](C)CO)C[C@H]1C,-1,16,23,0.8
C[C@@H]1CN([C@H](C)CO)C(=O)c2cccc(NC(=O)Nc3ccc4c(c3)OCO4)c2O[C@@H]1CN(C)C(=O)Nc1ccc(C(F)(F)F)cc1,10,16,-59,-1.4
C[C@@H]1CN([C@@H](C)CO)C(=O)c2cc(NC(=O)CCC(F)(F)F)ccc2O[C@@H](C)CCCCO[C@@H]1CN(C)C(=O)C1CCCCC1,-4,37,-58,1.0
CN1C(=O)c2cc(NC(=O)C3CC3)ccc2OC[C@@H]2O[C@@H](CC(=O)NCCN3CCCC3)CC[C@@H]21,2,25,1,1.7
